High-throughput results from PubChem BioAssay.
AHR activator: human AHR activation | P35869 | AHR-responsive luciferase reporter cells, luminescence | activation, % at 5 µM | 2.5% of 320,000 active | AID 2796; in the data active = activation above about 47%;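 also: 0% = vehicle wells and 100% = reference agonist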
Target sequence (P35869 whole entry, looked up): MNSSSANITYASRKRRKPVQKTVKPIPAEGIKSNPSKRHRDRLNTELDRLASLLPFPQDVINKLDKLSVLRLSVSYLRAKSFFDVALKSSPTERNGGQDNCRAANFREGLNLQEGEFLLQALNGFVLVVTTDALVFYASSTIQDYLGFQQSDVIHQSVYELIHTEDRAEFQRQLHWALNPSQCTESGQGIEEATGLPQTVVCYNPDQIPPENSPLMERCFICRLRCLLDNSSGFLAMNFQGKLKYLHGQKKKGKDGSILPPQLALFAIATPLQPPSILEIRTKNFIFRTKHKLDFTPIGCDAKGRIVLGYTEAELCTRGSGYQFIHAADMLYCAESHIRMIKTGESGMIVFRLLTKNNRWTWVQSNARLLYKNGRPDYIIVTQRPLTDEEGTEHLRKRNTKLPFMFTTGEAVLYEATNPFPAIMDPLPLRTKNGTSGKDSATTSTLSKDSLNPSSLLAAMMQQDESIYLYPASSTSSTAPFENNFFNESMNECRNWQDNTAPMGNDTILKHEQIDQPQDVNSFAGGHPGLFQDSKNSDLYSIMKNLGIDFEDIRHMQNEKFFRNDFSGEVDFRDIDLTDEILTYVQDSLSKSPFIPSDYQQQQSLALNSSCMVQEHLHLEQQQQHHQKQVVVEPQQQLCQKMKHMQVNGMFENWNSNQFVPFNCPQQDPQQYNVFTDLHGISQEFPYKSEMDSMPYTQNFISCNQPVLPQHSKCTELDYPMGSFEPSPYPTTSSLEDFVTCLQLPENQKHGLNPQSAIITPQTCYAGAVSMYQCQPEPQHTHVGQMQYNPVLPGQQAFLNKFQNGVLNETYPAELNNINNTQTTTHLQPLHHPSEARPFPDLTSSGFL
MEP2-GFP yeast: alters MEP2-GFP fluorescence in TOR pathway yeast screen. AID 2016. 0.51% of 330,000 active. S. cerevisiae MEP2-GFP strain, flow cytometry GFP, 3 h; 100% = DMSO control level. GFP response vs DMSO, % at 10 µM;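 active = GFP response versus DMSO above a set limit, roughly screen mean plus 3 SD, cut at about 180% in these data; inconclusive = fewer than 70 cells counted for a yeast strain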;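 also: median GFP fluorescence of the barcode-gated MEP2-GFP cells per well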
RPL19A TOR yeast: alters RPL19A-GFP fluorescence in TOR pathway yeast screen. percent response vs DMSO, % at 10 µM. AID 2025. S. cerevisiae RPL19A-GFP strain, flow cytometry, 3 h; hits give low values. 0.3% of 330,000 active;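 active = percent response vs DMSO below 50%; inconclusive = fewer than 70 events counted for the yeast strain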;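 also: median channel GFP fluorescence of the barcoded RPL19A-GFP strain; ratio of sample median GFP to plate DMSO average so 100% = DMSO; lower means less RPL19A-GFP as with rapamycin TOR inhibition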
procasp3 activ: activates human procaspase-3; P42574; recombinant procaspase-3 D3A, Ac-DEVD-pNA absorbance 405 nm; activation, % at 8.5 µM; 0.11% of 330,000 active; AID 463141;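 active = activation above the mean of all tested compounds plus 3 SD, cut at about 21% in these data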;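 also: 0% = DMSO alone and 100% = DMSO wells spiked with extra 5 µM PC-3 D3A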
Target sequence (P42574 whole entry D9A/D28A/D175A): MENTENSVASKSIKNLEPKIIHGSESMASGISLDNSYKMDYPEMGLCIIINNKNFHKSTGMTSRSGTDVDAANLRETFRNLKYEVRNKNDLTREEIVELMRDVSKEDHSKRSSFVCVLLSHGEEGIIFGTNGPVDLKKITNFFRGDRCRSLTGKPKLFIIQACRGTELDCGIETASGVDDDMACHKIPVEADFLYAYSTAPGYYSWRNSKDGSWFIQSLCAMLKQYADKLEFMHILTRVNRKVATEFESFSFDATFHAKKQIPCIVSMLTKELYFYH
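Test system: Procaspase-3 D3A mutant, all three cleavage aspartates alanine | Dosing: Single dose, 8.5 µM nominal compound, 0.8% DMSO | Schedule: 1 h preincubation, 2 h reaction | Technique: 405 nm absorbance of p-nitroaniline, reads at 0 and 120 min | Repeats: One well per compound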
proCasp7 act: counter-screen: procaspase-7 (human) activation; recombinant procaspase-7, Ac-DEVD-pNA absorbance 405 nm; D23A/D198A/D206A triple mutant, cannot self-cleave; scale: DMSO 0, 5 µM enzyme 100; activation, % at 8.5 µM; 0.093% of 330,000 active; AID 463210;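 active = percent activation above the screen-wide mean plus 3 SD, cut at about 25% in these data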
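Replicates: singlicate. Assay system: Procaspase-7 triple mutant (PC-7 D3A). Signal: 405 nm absorbance of p-nitroaniline. Times: 1 h preincubation, 2 h reaction. Buffer or medium: Zinc-free HEPES pH 7.4 with 300 mM NaCl, 0.01% Triton X-100. Also added: DEVD-pNA substrate. Benchmarks: DMSO wells as 0%, DMSO with 5 µM added PC-7 as 100%.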
AGP1-GFP MLPCN: alters AGP1-GFP fluorescence in TOR pathway yeast screen. S. cerevisiae AGP1-GFP multiplex flow cytometry, 3 h; GFP as percent of DMSO wells. GFP response vs DMSO, % at 10 µM. 0.02% of 320,000 active;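 active = GFP response relative to DMSO above a set limit, near screen average plus 3 SD, cut at about 150% in these data; inconclusive = fewer than 70 cells counted for the yeast strain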;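 also: median GFP channel fluorescence of the gated AGP1 strain per well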
LAP4-GFP MLPCN: alters LAP4-GFP fluorescence in TOR pathway yeast screen; S. cerevisiae LAP4-GFP multiplex, flow cytometry GFP, 3 h; median GFP as percent of DMSO wells; GFP response vs DMSO, % at 10 µM; 0.34% of 320,000 active;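 active = GFP response vs DMSO above a set limit, about the screen mean plus 3 SD, cut at about 150% in these data; inconclusive = under 70 cell events counted for the yeast strain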
CIT2 TOR yeast: yeast TOR pathway CIT2-GFP modulation; S. cerevisiae CIT2-GFP strain, flow cytometry, 3 h; 100 means same as DMSO wells; GFP response vs DMSO, % at 10 µM; 0.065% of 320,000 active; AID 2029;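 active = GFP response relative to DMSO above a set limit, near the screen mean plus 3 SD, cut at about 150% in these data; inconclusive = Fewer than 70 cells measured for a yeast strain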;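 also: ratio of well median GFP fluorescence to mean of DMSO wells on the plate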
* hit, by the source's call; ? = inconclusive; . = not tested or not shown.

molecule	AHR activator	MEP2-GFP yeast	RPL19A TOR yeast	procasp3 activ	proCasp7 act	AGP1-GFP MLPCN	LAP4-GFP MLPCN	CIT2 TOR yeast
N#C/C(=N\Nc1ccccc1Cl)C(=O)c1ccccc1	2	97	97	-4	-10	97	100	93
O=C(CSc1nnc(CN2CCOCC2)n1-c1ccccc1)Nc1ccc(Cl)cc1	8	121	100	-19	-2	104	107	99
CC1CCN(c2nc(-c3ccncc3)nc3ccccc23)CC1	20	98	101	-1	9	85	113	95
CC(C)(C)NC(=O)C(=O)NNC(=O)c1cccc([N+](=O)[O-])c1	2	101	108	12	6	87	94	100
CCC(C)NC(=O)Cn1c(=O)n(CCCC(=O)NCc2ccccc2Cl)c(=O)c2ccccc21 (configuration not stated)	5	92	97	-1	4	98	95	96
CC(OC(=O)CC1Sc2ccccc2NC1=O)C(=O)NC1CCCC1 (configuration not stated)	2	105	100	-10	-9	102	105	105
O=C(CNC(=O)c1ccco1)NCC(=O)OCc1cccc(C(=O)Oc2ccccc2)c1	4	103	101	8	-2	108	98	107
COc1ccccc1NC(=O)CCS(=O)(=O)c1cc2c(cc1Cl)NC(=O)CO2	2	101	97	12	8	100	108	107
C=CCc1ccc(OCCCCCN2CCOCC2)c(OC)c1	6	153	74	14	-1	33	96	105
CCCCc1oc2c(c(=O)c1C)C(=O)CC(c1ccccc1)C2 (configuration not stated)	3	96	100	10	-3	96	104	99
Cc1cnc(NC(=O)CSc2nnc(C)s2)s1	1	104	99	1	17	103	101	95
CCOC(=O)C1(C)NC(c2cccs2)C2C(=O)N(c3ccc(OC)cc3)C(=O)C21 (configuration not stated)	4	95	97	-3	-1	110	103	98
CC1=C(C(N)=O)C(c2cccs2)n2ncnc2N1 (configuration not stated)	0	95	95	0	1	95	96	111
CC(=O)N=c1sc2nc3ccccc3nc2n1N(C(C)=O)C(C)=O	12	99	101	3	-1	.	100	96
COC(=O)c1ccccc1NC(=O)CN(c1ccc(OC)cc1)S(C)(=O)=O	-1	101	100	1	3	100	100	96
CCOc1ccc(CNC(=S)N/N=C/c2ccc(OC)c(OC)c2)cc1	12	112	107	7	-7	115	108	105
C#CCOCCOCCOCCNc1nc(N2CCN(C(=O)[C@H]([C@@H](C)CC)n3cc([C@@H](N)Cc4ccc(O)cc4)nn3)CC2)nc(N2CCN(C(=O)[C@H](CCCCN)n3cc([C@@H](N)CC(C)C)nn3)CC2)n1	0	839*	59	2	-16	153*	301*	129
CCC(C)(C)n1nnnc1C(c1ccc(OC)cc1)N1CCN(C(=O)c2ccco2)CC1 (configuration not stated)	-4	96	100	2	9	100	100	102
Cc1ccc(N/C=C2/Sc3ccccc3NC2=O)cc1	29	99	104	0	10	99	92	100
Cn1c(=O)c2c(ncn2CC(=O)OCC(=O)Nc2cccc(Cl)c2)n(C)c1=O	2	90	95	-6	13	94	101	91
O=c1c2ccccc2ncn1Cc1ccccc1	3	97	96	8	2	101	100	105
O=C(Nc1nc(-c2cccs2)cs1)c1ccc(S(=O)(=O)N2CCCCC2)cc1	20	109	97	-4	-1	101	104	94
CCc1nnc(NC(=O)c2ccc(S(=O)(=O)N3CCCCC3)cc2)s1	1	101	95	8	2	94	97	92
COc1ccc(CCN=Cc2ccc(O)cc2)cc1OC	1	109	105	2	4	94	82	100
OCCC1CN(Cc2cnn(-c3ccccc3Cl)c2)CCN1Cc1ccsc1 (configuration not stated)	2	95	100	-4	-5	104	96	105

Additional entries
molecule	AHR activator	MEP2-GFP yeast	RPL19A TOR yeast	procasp3 activ	proCasp7 act	AGP1-GFP MLPCN	LAP4-GFP MLPCN	CIT2 TOR yeast
CCN(CC)CCn1cnc2c1c(=O)n(CCOC(=O)c1cc(OC)c(OC)c(OC)c1)c(=O)n2C	0	92	94	0	-3	93	102	96
COc1ccc(NC(=O)c2ccc(Cl)c(S(=O)(=O)NCC3CCCO3)c2)c(OC)c1 (configuration not stated)	6	121	111	-5	0	101	87	.
COc1cc2ccccc2cc1C(=O)Nc1ccc(N2CCOCC2)cc1	96*	95	101	-3	6	88	96	91
COc1ccc2cc(C(=O)N/N=C/c3cc(OC)c(OC)c(OC)c3)[nH]c2c1	28	100	102	1	-3	102	98	103
Fc1ccc2nc(Nc3nc4cc5c(cc4s3)OCCO5)sc2c1	103*	107	100	-94	-123	93	103	104
O=C(Nc1n[nH]c(=S)s1)c1ccc2ccccc2c1	6	100	107	-3	-19	98	78	101
CC(=O)c1ccc(Sc2ccccc2N)c([N+](=O)[O-])c1	-4	102	102	10	0	104	115	89
C#CCOCCOCCOCCNc1nc(N2CCN(C(=O)[C@H](CCC(=O)O)n3cc([C@@H](N)CO)nn3)CC2)nc(N2CCN(C(=O)[C@H](CCC(=O)O)n3cc([C@@H](N)CCSC)nn3)CC2)n1	-1	93	90	9	8	84	88	87
Cc1csc(NC(=O)CCN2C(=O)c3ccccc3S2(=O)=O)n1	3	97	95	-6	-5	104	98	105
CCC1(c2ccc(F)cc2)NC(=O)N(CC(=O)N2CCc3ccccc3C2)C1=O (configuration not stated)	7	97	100	4	4	95	93	92
COc1cccc(Nc2nnc(SCc3cc([N+](=O)[O-])cc4c3OCOC4)s2)c1	4	102	96	-1	1	97	101	96
CCOC(=O)c1sc2ncn(C(C)C(=O)OC)c(=O)c2c1C (configuration not stated)	-2	108	99	15	0	102	103	105
CC(=O)Nc1ccc(N2C(=O)C3C4CC(=O)C(c5ccccc54)C3C2=O)cc1 (configuration not stated)	-2	95	94	-1	2	89	97	90
COc1ccc(NS(=O)(=O)c2cccc(C(=O)N3CCCCCCC3)c2)cc1	0	94	91	6	8	93	88	84
CCOC(=O)COc1ccc(S(=O)(=O)N2CCc3ccccc3C2)cc1	1	102	104	3	-4	104	109	100
CSc1nnc([C@H](Cc2c[nH]c3ccccc23)NC(=O)OC(C)(C)C)o1	15	106	99	1	3	104	115	99
CCOC(=O)CSc1nnc2cc(C)c3ccccc3n12	7	98	93	0	4	100	102	96
COC(=O)c1cc2c(C)nn(C)c2s1	-2	89	94	-7	2	101	112	90
N/C(=N/S(=O)(=O)c1ccccc1)c1cccc([N+](=O)[O-])c1	4	?	96	-10	7	?	91	86
Cc1ccc(OC(C)C(=O)N(C)Cc2ccccc2)c([N+](=O)[O-])n1 (configuration not stated)	2	104	100	6	5	97	95	102
CCOC(=O)c1sc2ncnc(N3CCN(C)CC3)c2c1C	-6	101	102	2	-9	98	100	99
COc1ccc(OCc2nnc(SC(C)C(=O)Nc3nccs3)n2-c2ccccc2)cc1 (configuration not stated)	2	99	102	2	-1	102	101	101
CC1CCc2nn(CC(=O)NCc3ccco3)cc2C1 (configuration not stated)	2	112	104	1	2	108	107	111
CC(NC(=O)/C=C/c1ccc(Br)cc1)c1ccc(Cl)cc1 (configuration not stated)	15	93	107	-4	-2	98	96	97
CC1(C)CC(NC(=O)CC2CCCCC2)CC(C)(C)N1	-2	93	92	11	10	89	87	87

Part of the list above in order of molar mass, rising.
molecule	AHR activator	MEP2-GFP yeast	RPL19A TOR yeast	procasp3 activ	proCasp7 act	AGP1-GFP MLPCN	LAP4-GFP MLPCN	CIT2 TOR yeast
CC1(C)CC(NC(=O)CC2CCCCC2)CC(C)(C)N1	-2	93	92	11	10	89	87	87
Fc1ccc2nc(Nc3nc4cc5c(cc4s3)OCCO5)sc2c1	103*	107	100	-94	-123	93	103	104
CSc1nnc([C@H](Cc2c[nH]c3ccccc23)NC(=O)OC(C)(C)C)o1	15	106	99	1	3	104	115	99
C#CCOCCOCCOCCNc1nc(N2CCN(C(=O)[C@H](CCC(=O)O)n3cc([C@@H](N)CO)nn3)CC2)nc(N2CCN(C(=O)[C@H](CCC(=O)O)n3cc([C@@H](N)CCSC)nn3)CC2)n1	-1	93	90	9	8	84	88	87

Entries listed above printed as active in MEP2-GFP yeast:
| SMILES | AHR activator | MEP2-GFP yeast | RPL19A TOR yeast | procasp3 activ | AGP1-GFP MLPCN | LAP4-GFP MLPCN | CIT2 TOR yeast |
| --- | --- | --- | --- | --- | --- | --- | --- |
| C#CCOCCOCCOCCNc1nc(N2CCN(C(=O)[C@H]([C@@H](C)CC)n3cc([C@@H](N)Cc4ccc(O)cc4)nn3)CC2)nc(N2CCN(C(=O)[C@H](CCCCN)n3cc([C@@H](N)CC(C)C)nn3)CC2)n1 | 0 | 839* | 59 | 2 | 153* | 301* | 129 |

(list continues)
molecule	AHR activator	MEP2-GFP yeast	RPL19A TOR yeast	procasp3 activ	proCasp7 act	AGP1-GFP MLPCN	LAP4-GFP MLPCN	CIT2 TOR yeast
Cc1ccc(OCCC(=O)Nc2ccc(C)c(F)c2)cc1	0	108	99	3	2	95	112	101
Cc1ccc(S(=O)(=O)N/N=C\c2cc3c(cc2Br)OCO3)cc1	0	101	102	-10	-10	102	91	96
Cc1ccsc1C(=O)OCC(=O)Nc1sccc1C(N)=O	0	95	103	-1	-2	101	98	100
CN(C(=O)Nc1ccccc1)C1CCCCC1	-1	102	102	5	2	102	104	90
CN(C)c1cc(-c2ccccc2)nc(-c2ccccc2)n1	1	105	96	-3	-5	88	83	105
Cn1c(-c2ccc(C=O)s2)nc2ccccc21	2	100	98	4	1	99	96	99
CCN(C(=O)C1CCN(c2nc(-c3ccc(OC)cc3)no2)CC1)c1ccccc1	2	103	100	6	9	100	98	110
COc1ccc(-n2cnnc2SCC(=O)N(C)C2CCS(=O)(=O)C2)cc1 (configuration not stated)	3	101	95	4	-13	94	107	97
CCCCn1c(N)c(N(C)C(=O)c2cccc(-n3cnnn3)c2)c(=O)[nH]c1=O	-1	106	99	4	2	101	97	107
CC(=O)C1=C(O)C(=O)N(c2ccc(O)cc2)C1c1ccc(F)cc1 (configuration not stated)	0	106	103	-11	-7	106	98	105
CCn1c(COc2ccccc2C)nnc1SCC(=O)CC(=O)Nc1ccccc1OC	7	91	83	-3	1	86	84	86
O=S(=O)(c1ccccc1)c1nc(Cc2ccccc2)oc1N1CCOCC1	1	110	102	5	-3	96	96	110
CCc1nnc(NC(=O)CCC(=O)Nc2ccc(Cl)cc2)s1	2	114	104	0	9	104	97	106

Compound profiles (already shown):
Record of CCN(C(=O)C1CCN(c2nc(-c3ccc(OC)cc3)no2)CC1)c1ccccc1 → AHR activator = 2; MEP2-GFP yeast = 103; RPL19A TOR yeast = 100; procasp3 activ = 6; proCasp7 act = 9; AGP1-GFP MLPCN = 100; LAP4-GFP MLPCN = 98; CIT2 TOR yeast = 110
Record of CCc1nnc(NC(=O)CCC(=O)Nc2ccc(Cl)cc2)s1 → AHR activator = 2; MEP2-GFP yeast = 114; RPL19A TOR yeast = 104; procasp3 activ = 0; proCasp7 act = 9; AGP1-GFP MLPCN = 104; LAP4-GFP MLPCN = 97; CIT2 TOR yeast = 106
Record of CCCCn1c(N)c(N(C)C(=O)c2cccc(-n3cnnn3)c2)c(=O)[nH]c1=O → AHR activator = -1; MEP2-GFP yeast = 106; RPL19A TOR yeast = 99; procasp3 activ = 4; proCasp7 act = 2; AGP1-GFP MLPCN = 101; LAP4-GFP MLPCN = 97; CIT2 TOR yeast = 107

Compounds as they come (roughly 3.5% active in at least one column).
